Screens as filed in PubChem BioAssay.
RORg inh = ROR gamma (mouse) transcription inhibition; AID 2551; Potency, µM (highest dose often 53.6 µM), for inactives: at the top dose activity change, negative = inhibition, usual class: inhibitors; 310,000 compounds, 5.4% hits; P51450; Drosophila S2 Gal4-RORgamma UAS-luciferase reporter, 20 h; note: potency is the fitted concentration of half-maximal effect; % is set by controls: 0 for no effect and ±100 for the full control effect; nearly all actives have a fitted effect of over 60% in size
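In this cell-based reporter format, copper sulfate (700 uM final) drives Gal4–ROR gamma fusion expression from a metallothionein promoter in Drosophila Schneider cells; compounds preincubated 1 hr, reporter read after 20 hr at ambient temperature.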
Rab9 prom act = Rab9 promoter activation. Huh7 Rab9 promoter-luciferase reporter, luminescence, 24 h. Potency, µM (highest dose often 9.22 µM), inactives show at the highest dose activation, negative = inhibition, hits mostly activators. AID 485297. 320,000 compounds, 2.8% hits; note: potency is the fitted concentration of half-maximal effect; % of control where 0% means no effect; nearly all actives have a fitted effect of over 60% in size
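Stable Rab9-luc Huh7, 1500 cells/well, 2 h settle; cmpd in DMSO, 24 h, 37 °C/5% CO2; luciferase reagent 10 min RT; luminescence.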
KCNH2 3.1 block = inhibitors of human KCNH2 3.1 potassium channel isoform. 340,000 compounds, 0.95% hits. AID 720553. U2OS KCNH2 3.1, thallium flux FluxOr; hits give low values. activity change, % (tested at about 1.8 µM);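 active = maximum activity change below -70%; inconclusive = maximum activity change from -70% to -50%; inactive = maximum activity change above -50%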;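 note: thallium influx rate constant from kinetic fluorescence after stimulation buffer; % is set by controls: 0 for no effect and ±100 for the full control effect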
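FluxOr-based Tl+ influx in U2OS cells transduced with KCNH2 3.1 virus; rate constants normalized to DMSO controls.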
PKM2 act = PKM2 (human) enzyme activation; 260,000 compounds, 0.34% hits; purified PKM2, Kinase-Glo ATP luminescence, activation; response scale: 0% is enzyme alone, no compound; P14618; Potency, µM (titrated, usually from 57.5 µM), for inactives: top-dose activation, usual class: activators; note: potency is the fitted concentration of half-maximal effect; % is set by controls: 0 for no effect and ±100 for the full control effect; nearly all actives have a fitted effect of over 55% in size
Target sequence (P14618 whole entry, looked up): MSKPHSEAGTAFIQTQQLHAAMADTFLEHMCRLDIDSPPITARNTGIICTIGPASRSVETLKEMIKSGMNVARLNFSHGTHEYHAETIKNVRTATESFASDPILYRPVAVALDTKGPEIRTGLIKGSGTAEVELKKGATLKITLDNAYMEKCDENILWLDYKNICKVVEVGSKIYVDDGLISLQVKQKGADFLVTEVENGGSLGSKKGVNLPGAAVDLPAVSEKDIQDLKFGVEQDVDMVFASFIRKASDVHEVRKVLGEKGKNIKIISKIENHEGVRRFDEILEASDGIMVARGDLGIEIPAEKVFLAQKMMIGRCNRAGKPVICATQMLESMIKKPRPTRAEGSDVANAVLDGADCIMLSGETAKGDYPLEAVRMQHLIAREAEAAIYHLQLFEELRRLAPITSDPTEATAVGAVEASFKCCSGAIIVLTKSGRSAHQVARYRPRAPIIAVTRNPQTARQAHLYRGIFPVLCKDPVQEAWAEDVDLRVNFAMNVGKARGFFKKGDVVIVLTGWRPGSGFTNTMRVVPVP
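hPK-M2, >95% pure; 0.1 mM ADP / 0.5 mM PEP final; imidazole pH7.2 buffer w/ 7 mM MgCl2, 50 mM KCl; 1 h RT; Kinase-Glo lum. Intermediate enzyme activity for dual inhibitor/activator qHTS.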
MBNL1-CUG inh = inhibitors of human MBNL1 binding to CUG repeat RNA; Q9NR56; TR-FRET MBNL1-His/biotin-(CUG)12 binding, 665/545 ratio; Potency, µM (highest dose often 57.5 µM), without a hit: at the highest dose activity change, negative = inhibition, actives largely listed as inhibitors; 280,000 compounds, 0.036% hits; AID 2675; active = well fitted inhibition curve with a large enough effect in the signal ratio, with a control signal flat, not every such curve was filed as active; inconclusive = small, poorly fitted or top-dose-only effect, or effect the other way, or a change in a side signal; inactive = no such curve, though single readings can be large or run the other way; the % refers to the signal ratio; note: potency is the fitted concentration of half-maximal effect; % is set by controls: 0 for no effect and ±100 for the full control effect
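TR-FRET readout: Ex 340 nm, 665/545 nm emission ratio, normalized to buffer-only (basal) and MBNL1-(CUG)12 controls. Complex of MBNL1-His with Biotin-(CUG)12, compounds 92 nM–58 uM, incubated 60 min at room temperature.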
VP16 counter = Gal4-VP16 reporter inhibition counter-screen; Drosophila S2 Gal4-VP16 UAS-luciferase, luminescence, 20 h; Potency, µM (series often up to 53.6 µM), for the others: at the highest dose activity, negative = inhibition, actives largely listed as inhibitors; 310,000 compounds, 3.5% hits; AID 2546;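 note: Gal4-VP16 expression switched on by copper sulfate through the metallothionein promoter; potency is the fitted concentration of half-maximal effect; % is set by controls: 0 for no effect and ±100 for the full control effect; nearly all actives have a fitted effect of over 50% in size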
NPC1 promoter act = NPC1 promoter activation; Huh7 NPC1 promoter luciferase reporter, 24 h; Potency, µM (series often up to 9.22 µM), inactives show at the highest dose activation, most hits filed as activators; 320,000 compounds, 2.4% hits;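 note: potency is the fitted concentration of half-maximal effect; % of control where 0% means no effect; nearly all actives have a fitted effect of over 60% in size; reporter is driven by a mutant NPC1 promoter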
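Luciferase expression driven by the NPC1 promoter was measured in stably transfected Huh7 cells after a 24 h compound incubation, using a luciferase reagent and a luminescence read.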
Mito fusion yeast = blocks mitochondrial division or promotes mitochondrial fusion; S. cerevisiae fusion-defective mutant growth rescue, CellTiterGlo 48 h; Potency, µM (doses to about 46.1 µM), for the others: at the highest dose growth rescue (activation), hits mostly activators; 320,000 compounds, 0.23% hits; AID 485298;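 note: potency is the fitted concentration of half-maximal effect; % of control where 0% means no effect; nearly all actives have a fitted effect of over 45% in size; temperature-sensitive fusion mutants such as fzo1-1 at 37 °C on non-fermentable ethanol glycerol medium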
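Temperature-sensitive fusion-defective S. cerevisiae (e.g. fzo1-1, mgm1-5) were grown with compound in YPEG medium (3% ethanol, 3% glycerol) for 48 hours at 37C. Growth rescue was measured as viability by CellTiterGlo luminescence after 10 minutes at ambient.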
FLuc counter = inhibits or activates purified firefly luciferase, miR-21 counter-screen. AID 588342. P08659. 360,000 compounds, 6.9% hits. Potency, µM (doses to about 57.5 µM), without a hit: top-dose activity change, negative = inhibition, hits mostly inhibitors. purified FLuc, Km substrates, luminescence inhibition;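 note: potency is the fitted concentration of half-maximal effect; plate controls were vehicle for no effect and reference inhibitor for full effect; nearly all actives have a fitted effect of over 55% in size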
Target sequence (P08659 whole entry, looked up): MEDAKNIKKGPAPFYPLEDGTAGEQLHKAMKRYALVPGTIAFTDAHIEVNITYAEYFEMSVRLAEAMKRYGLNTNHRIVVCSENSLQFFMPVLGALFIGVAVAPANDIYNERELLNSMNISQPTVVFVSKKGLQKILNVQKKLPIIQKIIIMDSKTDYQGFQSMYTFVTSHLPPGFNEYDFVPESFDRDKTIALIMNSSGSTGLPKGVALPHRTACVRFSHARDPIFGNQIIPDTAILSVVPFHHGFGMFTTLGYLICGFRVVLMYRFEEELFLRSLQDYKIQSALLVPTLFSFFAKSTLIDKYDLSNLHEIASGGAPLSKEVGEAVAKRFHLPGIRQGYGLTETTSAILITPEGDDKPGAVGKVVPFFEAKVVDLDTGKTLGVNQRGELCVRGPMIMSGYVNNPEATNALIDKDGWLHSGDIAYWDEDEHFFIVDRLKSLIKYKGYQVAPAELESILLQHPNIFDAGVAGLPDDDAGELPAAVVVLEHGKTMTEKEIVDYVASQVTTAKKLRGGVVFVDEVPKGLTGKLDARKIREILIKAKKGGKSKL
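Purified P. pyralis luciferase, 10 nM final, with Km-level 10 uM D-luciferin and 10 uM ATP in 50 mM Tris acetate pH 7.5, 10 mM Mg acetate, 0.01% Tween-20, 0.05% BSA; 6-point qHTS titration about 60 µM downward; luminescence read.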
ELG1 DNA repair = ELG1-dependent DNA repair inhibition | HEK293T ELG1-luciferase reporter, luminescence, 16 h; DNA damage induced by 5-fluorouridine | AID 504467 | Potency, µM (series often up to 46.1 µM), inactives show at the highest dose activity change, negative = inhibition, actives largely listed as inhibitors | 330,000 compounds, 2.3% hits; note: potency is the fitted concentration of half-maximal effect; % is set by controls: 0 for no effect and ±100 for the full control effect; nearly all actives have a fitted effect of over 55% in size
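5-Fluorouridine DNA damage + compound/DMSO, 2,000 cells/well, 16 h, 37 °C/5% CO2. ONE-Glo, 30 min RT, luminescence. Readout = decrease in reporter signal.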
Menin MLL FP TR = menin-MLL binding inhibition, Texas Red mutant peptide. Potency, µM (titrated, usually from 61.6 µM), for the others: at the top dose FP activity change, negative = inhibition, actives largely listed as inhibitors. AID 1768. 270,000 compounds, 0.23% hits. O00255. Menin + Texas Red MLL mutant peptide, fluorescence polarization; active = well fitted inhibition curve with a large enough effect in the polarisation, with a control signal flat, not every such curve was filed as active; inconclusive = small, poorly fitted or top-dose-only effect, or effect the other way, or a change in a side signal; inactive = no such curve, though single readings can be large or run the other way; the % refers to the polarisation; note: potency is the fitted concentration of half-maximal effect; % of control where 0% means no effect; many of its hits are not listed in these tables
Starred values were filed as active, the others as inactive; [ ] = another dose, or the depositor's remark. Unless noted, calls come from the whole dose curve; as a rule, active = well fitted curve in the direction sought with a large enough effect; inconclusive = small, poorly fitted or top-dose-only effect, or another doubt; inactive = no such curve, though single readings can be large; an effect the other way counts as inactive or inconclusive. An excerpt. The share of hits here may be higher or lower than overall.

Screening O=C(Cn1nc(C(=O)O)c2ccccc2c1=O)Nc1cc(Cl)ccc1-n1cncn1 returned Rab9 prom act -2%, KCNH2 3.1 block 5, NPC1 promoter act -2%, Mito fusion yeast -6%, FLuc counter 0% and ELG1 DNA repair -1%.
For O=[N+]([O-])c1ccc(CN2CCSCC2)cc1 the results were RORg inh -24%, Rab9 prom act 2%, KCNH2 3.1 block -9, PKM2 act 8%, MBNL1-CUG inh 16%, VP16 counter -2%, NPC1 promoter act -4%, Mito fusion yeast 2%, FLuc counter -1%, ELG1 DNA repair 6% and Menin MLL FP TR -9%.
`CN(CC(=O)Nc1ccc(F)c(F)c1F)C(=O)c1ccc2c(c1)S(=O)(=O)N=C1CCCCCN12` gave Rab9 prom act 2%, KCNH2 3.1 block -26, NPC1 promoter act -7%, Mito fusion yeast -5%, FLuc counter 3% and ELG1 DNA repair 7%.
For CCN(CC)C(=O)CSc1ncnc2sc(C)c(C)c12 the results were RORg inh inconclusive, Rab9 prom act -8%, KCNH2 3.1 block 3, PKM2 act 11%, MBNL1-CUG inh 8%, VP16 counter 2%, NPC1 promoter act -3%, Mito fusion yeast -5%, FLuc counter -3%, ELG1 DNA repair inconclusive and Menin MLL FP TR -24%.
Screening CSc1nc(C)cc(Oc2ccccc2)n1 returned RORg inh 22%, Rab9 prom act 0%, KCNH2 3.1 block 11, PKM2 act 0%, MBNL1-CUG inh 2%, VP16 counter 25%, NPC1 promoter act 0%, Mito fusion yeast -6%, FLuc counter 0%, ELG1 DNA repair inconclusive and Menin MLL FP TR 31%[activator].
Screening Cc1nnsc1NC(=O)OCC(C)(C)C returned RORg inh -1%, Rab9 prom act 5%, KCNH2 3.1 block 11, PKM2 act 1%, MBNL1-CUG inh 4%, VP16 counter -5%, NPC1 promoter act -3%, Mito fusion yeast 15%, FLuc counter 1%, ELG1 DNA repair -7% and Menin MLL FP TR 10%.
`CCn1c(SCC(=O)Nc2ccc3c(c2)OCO3)nnc1C(C)C` gave RORg inh 6%, Rab9 prom act 0%, KCNH2 3.1 block 9, PKM2 act -7%, MBNL1-CUG inh -2%, VP16 counter 4%, NPC1 promoter act 0%, Mito fusion yeast 1%, FLuc counter 4%, ELG1 DNA repair 0% and Menin MLL FP TR -21%.
`O=C(NCCc1cccc(F)c1)C1CCC(=O)N(CCCc2ccccc2)C1` (stereo unspecified) gave RORg inh 36%, Rab9 prom act -1%, KCNH2 3.1 block 5, PKM2 act -4%, MBNL1-CUG inh -4%, VP16 counter 5%, NPC1 promoter act 3%, Mito fusion yeast 1%, FLuc counter 5%, ELG1 DNA repair 0% and Menin MLL FP TR 4%.
CCC(=O)NCCc1nc2cc(NC(=O)c3ccco3)ccc2n1C was read as RORg inh -14%, Rab9 prom act inconclusive, KCNH2 3.1 block -3, MBNL1-CUG inh -8%, VP16 counter -2%, NPC1 promoter act inconclusive, Mito fusion yeast 0%, FLuc counter 17µM*, ELG1 DNA repair inconclusive and Menin MLL FP TR -27%.
For COCCNC(=O)C(C)N(c1ccc(OC)cc1)S(C)(=O)=O (stereo unspecified) the results were RORg inh 7%, Rab9 prom act -10%, KCNH2 3.1 block 2, PKM2 act -2%, MBNL1-CUG inh 3%, VP16 counter 9%, NPC1 promoter act 0%, Mito fusion yeast 1%, FLuc counter -1% and ELG1 DNA repair 18%.
`CC1CCN(C(=O)C(C)OC(=O)CSc2ccc([N+](=O)[O-])cc2)CC1` (stereo unspecified) gave Rab9 prom act 1%, KCNH2 3.1 block 22, NPC1 promoter act 0%, Mito fusion yeast -1%, FLuc counter 0% and ELG1 DNA repair 17%.
`Cc1ccc(S(=O)(=O)N2CCC(C(=O)N3CCC[C@H]3C(=O)NCC(C)C)CC2)cc1` gave RORg inh -24%, Rab9 prom act -6%, KCNH2 3.1 block 17, MBNL1-CUG inh -2%, VP16 counter 1%, NPC1 promoter act -3%, Mito fusion yeast -9%, FLuc counter -1% and ELG1 DNA repair -1%.
For CC(C)C(=O)NNc1nc2ccccc2s1 the results were RORg inh -5%, Rab9 prom act inconclusive, KCNH2 3.1 block 7, PKM2 act -9%, MBNL1-CUG inh -2%, VP16 counter 4%, NPC1 promoter act inconclusive, Mito fusion yeast -1%, FLuc counter inconclusive, ELG1 DNA repair inconclusive and Menin MLL FP TR -7%.
For CC(=O)Oc1ccc(N2C(=O)CC(N3CCOCC3)C2=O)cc1 (stereo unspecified) the results were RORg inh -31%, Rab9 prom act 9%, KCNH2 3.1 block -23, PKM2 act 0%, MBNL1-CUG inh 4%, VP16 counter -1%, NPC1 promoter act 0%, Mito fusion yeast 1%, FLuc counter -1%, ELG1 DNA repair 2% and Menin MLL FP TR 1%.
O=C(CCl)N(Cc1cccc([N+](=O)[O-])c1)c1cccc(Cl)c1 was read as RORg inh inconclusive, Rab9 prom act -43%[inhibitor], KCNH2 3.1 block 5, PKM2 act -1%, MBNL1-CUG inh 27%, VP16 counter inconclusive, NPC1 promoter act -43%[inhibitor], Mito fusion yeast 16%, FLuc counter -5% and Menin MLL FP TR -9%.
`CCN(CC)S(=O)(=O)c1cccc(C(=O)NC(Cc2c[nH]c3ccccc23)c2nnc3n2CCC3)c1` (stereo unspecified) gave RORg inh 44%, Rab9 prom act -3%, KCNH2 3.1 block -6, PKM2 act -4%, MBNL1-CUG inh -7%, VP16 counter -14%, NPC1 promoter act 1%, Mito fusion yeast -1%, FLuc counter -1%, ELG1 DNA repair -8% and Menin MLL FP TR 10%.
Cc1ccccc1C(=O)N1CCC(C(=O)N(CC(C)C)c2c(N)n(Cc3ccccc3)c(=O)[nH]c2=O)CC1 was read as Rab9 prom act -1%, KCNH2 3.1 block -14, NPC1 promoter act -1%, Mito fusion yeast -4%, FLuc counter 1% and ELG1 DNA repair 13%.
`CC(Nc1nc(Nc2ccc(F)cc2)nc(SCC(N)=O)n1)c1ccccc1` (stereo unspecified) gave RORg inh 25%, Rab9 prom act 1%, KCNH2 3.1 block 0, PKM2 act 3%, MBNL1-CUG inh -5%, VP16 counter 1%, NPC1 promoter act 1%, Mito fusion yeast -3%, FLuc counter -1%, ELG1 DNA repair 7% and Menin MLL FP TR 34%[activator].
`CC(=O)Nc1nc2ccc(Br)cc2s1` gave RORg inh inconclusive, Rab9 prom act 2.8µM*, KCNH2 3.1 block -31, PKM2 act 6%, MBNL1-CUG inh -5%, VP16 counter 8%, NPC1 promoter act 3.2µM*, Mito fusion yeast 10%, FLuc counter 17µM*, ELG1 DNA repair inconclusive and Menin MLL FP TR -16%.
For COc1ccc2oc(C(=O)OCC(=O)NC3CCCCC3)c(C)c2c1 the results were Rab9 prom act -5%, KCNH2 3.1 block 2, NPC1 promoter act 10%, Mito fusion yeast -8%, FLuc counter inconclusive and ELG1 DNA repair 14%.
`Cn1ccc(C(=O)OCC(=O)Nc2ccccc2)n1` gave RORg inh 6%, Rab9 prom act 0%, KCNH2 3.1 block -4, PKM2 act -5%, MBNL1-CUG inh -6%, VP16 counter 13%, NPC1 promoter act 2%, Mito fusion yeast 0%, FLuc counter -3%, ELG1 DNA repair 1% and Menin MLL FP TR 2%.
Screening O=C(NCCc1ccccc1)c1cc(-c2ccco2)on1 returned RORg inh inconclusive, Rab9 prom act 2.8µM*, KCNH2 3.1 block 3, PKM2 act 1%, MBNL1-CUG inh -3%, VP16 counter -10%, NPC1 promoter act 2.5µM*, Mito fusion yeast -1%, FLuc counter 6µM*, ELG1 DNA repair inconclusive and Menin MLL FP TR -4%.
Screening CCOC(=O)C1=C(COC(=O)c2nc(Cl)ccc2Cl)NC(=O)NC1C (stereo unspecified) returned Rab9 prom act -2%, KCNH2 3.1 block -2, NPC1 promoter act 1%, Mito fusion yeast -4%, FLuc counter -1% and ELG1 DNA repair 13%.
